Screening results (PubChem)
TSG101-PTAP inh – inhibitors of HIV-1 PTAP binding to human TSG101, validation | Q99816 | Fluorescence polarization, FITC-PTAP peptide/Tsg101, 20 min | Potency, µM (doses to about 115 µM), inactives show top-dose activity change, negative = inhibition, hits mostly inhibitors | 44,000 tested, under 10 active; note: potency is the fitted concentration of half-maximal effect; 0% is about no effect
Target sequence (Q99816 whole entry, looked up): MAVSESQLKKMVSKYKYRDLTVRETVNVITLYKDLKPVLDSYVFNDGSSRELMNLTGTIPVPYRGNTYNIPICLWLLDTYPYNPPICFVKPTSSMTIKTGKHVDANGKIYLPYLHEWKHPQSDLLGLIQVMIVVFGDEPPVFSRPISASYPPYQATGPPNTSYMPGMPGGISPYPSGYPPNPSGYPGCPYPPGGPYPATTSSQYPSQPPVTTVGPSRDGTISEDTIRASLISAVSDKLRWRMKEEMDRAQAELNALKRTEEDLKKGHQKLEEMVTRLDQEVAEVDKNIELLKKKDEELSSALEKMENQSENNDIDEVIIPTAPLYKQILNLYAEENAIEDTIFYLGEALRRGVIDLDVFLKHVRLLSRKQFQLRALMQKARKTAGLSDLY
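The Tsg101 binding domain, at 10 uM final, is mixed with compound and a FITC peptide bearing the PTAP motif (50 nM final). After 20 min at r.t., polarization is measured; actives defined by CRC class, efficacy cut-off 60% inhibition.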
p53null 32C kill – selectivity test: cytotoxicity in p53 null cells, permissive temperature. 0.62% of 55,000 active. H1299-neo p53 null cells, ATP luminescence, 24 h, 32C. Potency, µM (series often up to 46.1 µM), for inactives: at the top dose activity change, negative = cytotoxicity, usual class: cytotoxic;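 note: potency is the fitted concentration of half-maximal effect; 0% = DMSO only and -100% = full killing by 100 µM tamoxifen; nearly all actives have a fitted effect of over 55% in size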
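H1299-neo (p53-null) cells, 600/well, were pre-incubated overnight at 37C, then exposed to compounds at up to 46 uM for 24 hr at 32C. Viability was measured as ATP content by luminescence, and AC50 values came from Hill fits.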
p53null 39C tox – kills p53 null cells at the nonpermissive temperature. H1299 p53-null (neo) cells, 39C, ATPlite viability, 24 h. 0.97% of 55,000 active. Potency, µM (doses to about 46.1 µM), for inactives: at the top dose activity, negative = cell killing, actives largely listed as cytotoxic. AID 904;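 note: potency is the fitted concentration of half-maximal effect; 0% = DMSO only and -100% = full killing by 100 µM tamoxifen; nearly all actives have a fitted effect of over 50% in size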
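Cells seeded at 600/well, 37C overnight. Compound added (up to 46 uM), plates shifted to 39C for 24 hr. ATPlite added, luminescence read after 20 min at room temperature.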
B2AR arrestin ag – agonists recruiting beta-arrestin to human beta2-adrenergic receptor; Potency, µM (series often up to 46.1 µM), for inactives: top-dose activation, hits mostly activators; P07550; HTLA Tango cells, beta-arrestin recruitment, luciferase luminescence, 18 h; AID 1347077; 44,000 tested, under 10 active;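 note: potency is the fitted concentration of half-maximal effect; 0% = DMSO and full agonism = EC100 isoproterenol or metaproterenol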
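Receptor–beta-arrestin recruitment read by tTA-responsive luciferase: compound titrations (up to 46 µM) incubated 18 h with Tango cells, then luminescent substrate 15 min at room temperature. Concentration-response fits classified by r2, efficacy and activity.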
GALK inhibitor – inhibitors of human galactokinase (GALK); recombinant GALK, Kinase-Glo ATP luminescence, 1 h; 44,000 tested, under 10 active; Potency, µM (series often up to 57.5 µM), without a hit: top-dose activity, negative = inhibition, hits mostly inhibitors; AID 1347072; P51570;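 note: plate controls were full GALK reaction for no effect and reaction lacking GALK for full effect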
Target sequence (P51570 whole entry, looked up): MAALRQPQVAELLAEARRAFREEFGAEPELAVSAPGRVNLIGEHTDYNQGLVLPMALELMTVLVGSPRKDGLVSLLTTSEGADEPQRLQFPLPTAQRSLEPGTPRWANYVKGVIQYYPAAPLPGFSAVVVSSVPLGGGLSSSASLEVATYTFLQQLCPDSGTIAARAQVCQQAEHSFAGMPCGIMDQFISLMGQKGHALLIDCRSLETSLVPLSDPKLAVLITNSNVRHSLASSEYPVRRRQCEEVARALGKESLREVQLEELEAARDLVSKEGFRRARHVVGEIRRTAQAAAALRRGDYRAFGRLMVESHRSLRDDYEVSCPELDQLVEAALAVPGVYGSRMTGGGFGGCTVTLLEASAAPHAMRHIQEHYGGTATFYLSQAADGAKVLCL
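Luminescent ATP-depletion readout (Kinase-Glo Plus) after 1 h room-temperature incubation of human GALK (5 nM) with galactose 100 µM and ATP 35 µM, pH 8.0 HEPES/Mg2+ buffer; compounds tested in qHTS format.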
NTMT1 inh – NTMT1 methyltransferase inhibition. Q9BV86. NTMT1 MTase-Glo SAH luminescence, purified enzyme. Potency, µM (titrated, usually from 114 µM), inactives show top-dose activity change, negative = inhibition, most hits filed as inhibitors. 2.5% of 59,000 active. AID 1645870;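 note: potency is the fitted concentration of half-maximal effect; plate controls were DMSO vehicle for no effect and no enzyme for full effect; nearly all actives have a fitted effect of over 65% in size; many of its hits are not listed in these tables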
Target sequence (Q9BV86 whole entry, looked up): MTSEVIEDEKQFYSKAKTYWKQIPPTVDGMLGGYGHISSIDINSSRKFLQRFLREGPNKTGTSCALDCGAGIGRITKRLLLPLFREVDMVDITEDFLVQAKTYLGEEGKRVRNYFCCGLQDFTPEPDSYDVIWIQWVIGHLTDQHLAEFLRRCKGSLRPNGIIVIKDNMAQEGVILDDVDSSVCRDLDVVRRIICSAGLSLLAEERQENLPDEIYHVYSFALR
FH mod – Identification of activators of human fumarate hydratase by quantitative high-throughput screening; Fumarate hydratase, mitochondrial (Homo sapiens), P07954; FH coupled MDH/diaphorase resazurin fluorescence, 15 min; Potency, µM (highest dose often 79.9 µM), for inactives: top-dose activity change, negative = inhibition, usual class: inhibitors; 0.22% of 54,000 active; AID 1347055, 2019; note: potency is the fitted concentration of half-maximal effect; % is set by controls: 0 for no effect and ±100 for the full control effect; the screen sought activators but most active calls are inhibition curves; nearly all actives have a fitted effect of over 45% in size
The depositor's hits bear a star; u = inconclusive; x = not tested or not shown; [ ] = dose if it differs, or a comment. Calls come from the whole dose curve; as a rule, active = well fitted curve in the direction sought with a large enough effect; inconclusive = small, poorly fitted or top-dose-only effect, or another doubt; inactive = no such curve, though single readings can be large; an effect the other way counts as inactive or inconclusive. These rows are one share of the data. The share of hits here may be higher or lower than overall.

Results follow in this order: TSG101-PTAP inh, p53null 32C kill, p53null 39C tox, B2AR arrestin ag, GALK inhibitor, NTMT1 inh, FH mod
O=C(CN1C(=O)COc2ccc(S(=O)(=O)N3CCCCCC3)cc21)NCc1ccc(F)cc1
    -1%, -6%, u, -1%, -7%, -1%, -12%
CC(C)OCCCNC(=O)c1ccc2c(c1)N(Cc1c(F)cccc1Cl)C(=O)c1ccccc1S2
    -7%, 35%[activator], 38%[activator], -2%, 9%, 5%, u
CCN(CC)CCNC(=O)c1ccc(-n2c(-c3ccccc3)cc3c2CCCC3)cc1
    1%, 0%, 3%, 1%, 2%, -14%, 4%
CC(C)NC(=O)C1CCN(C(=O)N2CCOc3ccc(Cl)cc32)CC1
    0%, 0%, -1%, -1%, 0%, -6%, -5%
COc1ccc(-c2nc(SCC(=O)Nc3ccc4c(c3)OCCO4)c(-c3ccc(C)cc3)[nH]2)cc1OC
    0%, 14%, 2%, -2%, -1%, -9%, u
Cc1oc2c(c1C(=O)Nc1ccccc1Br)C1=NCCN1C=N2
    -7%, 5%, 11%, 1%, 2%, 3%, 1%
COc1ccc(-n2ccnc(NCCc3ccccc3)c2=O)cc1OC
    1%, -11%, -19%, 1%, 4%, -1%, 2%
CCOC(=O)c1cccc(NC(=O)CCS(=O)(=O)c2ccc3c(c2)CC(=O)N3C)c1
    -7%, 0%, -6%, 1%, -1%, -2%, 10%
CC1(c2ccc(Cl)cc2)CC(C)(C)N(C(=O)c2ccccc2)c2ccccc21 (configuration not stated)
    -4%, 1%, -1%, 0%, 3%, 3%, -19%
COc1ccc(CNC(=O)CSc2nc3ccccc3nc2Cc2ccccc2OC)cc1
    1%, -7%, u, -1%, -1%, 11%, 3%
Cc1cc(C)cc(NC(=O)CSc2oc(-c3ccco3)nc2S(=O)(=O)c2ccccc2)c1
    3%, 8%, 11%, 1%, -2%, -2%, u
O=C(NCCc1ccccc1)c1c2c(nc3ccccc13)C(=O)N(C1CCCCC1)C2
    -1%, -1%, -4%, 3%, 2%, -14%, -25%
Cc1oc2ncn(CC(C)C)c(=O)c2c1C(=O)NCCCN1CCC(C)CC1
    -6%, 10%, -12%, 0%, 3%, -9%, -7%
CCOC(=O)COc1ccc(-c2nnn(CC(=O)Nc3ccccc3)n2)cc1
    -1%, 6%, -21%, 0%, 6%, -1%, 0%
CCOc1ccc(/C=C/c2nc(C#N)c(N3CCN(c4ccc(OC)cc4)CC3)o2)cc1
    0%, 0%, 16%, 2%, u, 17%, -7%
Cc1cccc(CSc2ccc3nnc(CCNS(=O)(=O)c4ccccc4)n3n2)c1
    -4%, 3%, -14%, 0%, 0%, -1%, u
Cc1cccc(C)c1NC(=O)Cn1c(=O)n(Cc2ccc(C(=O)NCc3ccco3)cc2)c(=O)c2sccc21
    -1%, u, u, 1%, -1%, u, -21%
CCOc1ccc(NC(=O)C2Cc3ccccc3N2C(=O)c2ccccc2)cc1 (configuration not stated)
    -1%, -1%, 5%, 0%, 3%, 6%, 2%
O=C1OC(C(=O)Nc2cc(C(F)(F)F)ccc2Cl)Cc2ccccc21 (configuration not stated)
    -1%, 8%, -11%, 1%, 3%, x, x
O=C(CCS(=O)(=O)c1cc(Br)cc2c1N(C(=O)C1CC1)CC2)Nc1ccc(F)cc1
    0%, 9%, -14%, 0%, 4%, 0%, -11%

Part of the list above, limited to p53null 39C tox and NTMT1 inh:
Structure	p53null 39C tox	NTMT1 inh
CCOC(=O)c1cccc(NC(=O)CCS(=O)(=O)c2ccc3c(c2)CC(=O)N3C)c1	-6%	-2%
CCOc1ccc(/C=C/c2nc(C#N)c(N3CCN(c4ccc(OC)cc4)CC3)o2)cc1	16%	17%

The listing continues:
Results follow in this order: TSG101-PTAP inh, p53null 32C kill, p53null 39C tox, B2AR arrestin ag, GALK inhibitor, NTMT1 inh, FH mod
Cc1ccc(CCNC(=O)CCn2nc(-c3ccc(C)cc3)ccc2=O)cc1
    -1%, 5%, u, -1%, -2%, -3%, -23%
Cc1ccc(S(=O)(=O)c2nnn3c2nc(NCc2ccccc2Cl)c2sccc23)cc1
    3%, 1%, -27%, -1%, 0%, -2%, -3%
Cc1ccc(S(=O)(=O)NCCc2sc3nc(-c4ccccc4)nn3c2C)cc1C
    1%, 11%, -1%, -2%, -6%, 0%, -11%
CCOc1ccc(NS(=O)(=O)c2ccc3[nH]c4c(c3c2)CCCCC4)cc1
    -7%, -27%, u, 0%, 1%, -12%, u
Cc1ccc(NC(=O)CCCn2c(=O)c3cccn3c3cccnc32)cc1C
    -1%, -12%, -8%, 0%, 1%, -13%, 5%
COc1cc(NS(=O)(=O)c2cc3c(cc2C)N(C)CCO3)cc(OC)c1OC
    0%, -1%, -6%, 1%, 2%, 4%, 3%
NS(=O)(=O)c1ccc(CCNC(=O)Cn2c(-c3cccs3)cc3ccccc32)cc1
    -1%, -11%, -22%, 1%, 0%, u, -11%
CCOc1ccc(Nc2nc(N)c(C(=O)c3ccccc3Cl)s2)cc1
    2%, 42%[activator], 88%[activator], -1%, 2%, -4%, u
COc1ccc(N2CCN(C(CNC(=O)c3cccc(OC)c3)c3cccnc3)CC2)cc1 (configuration not stated)
    -2%, -7%, -14%, 1%, u, -10%, -4%
CCc1ccc(NC(=O)Cn2c(=O)n(Cc3ccc(C)cc3)c(=O)c3cccnc32)cc1
    -2%, -5%, 7%, 0%, 0%, 16%, -7%
CCCCNc1nc2c(-c3cccc(C)c3)nnn2c2ccccc12
    -3%, -7%, u, 1%, -1%, 15%, -2%
COc1ccc(Cl)cc1NC(=O)CN(c1cc(C)cc(C)c1)S(=O)(=O)c1c(C)n[nH]c1C
    -6%, 36%[activator], u, 0%, -2%, 6%, u
CC(C)(C)OC(=O)N1CCC(c2c(C(=O)N3CCN(c4ncccn4)CC3)cnn2-c2ccccc2)CC1
    -1%, 7%, -1%, 0%, 4%, -2%, -14%
Cc1nn(C(C)(C)C)c(OC(=O)c2cccc(F)c2)c1Sc1ccccc1
    0%, -3%, 13%, 0%, -7%, 7%, -23%
COc1ccc(/C=C\c2onc(C)c2S(=O)(=O)N2CCC(C(=O)Nc3cccc(OC)c3)CC2)cc1
    -1%, 14%, -12%, 0%, -2%, 13%, -11%
COc1ccc(CNC(=O)CCCn2nc(C)c3c(C)n(-c4ccccc4)nc3c2=O)cc1
    -5%, 8%, -2%, -1%, 1%, 13%, 6%
Cc1ccc(N2CCN(C(=O)c3cn(C)c4ccc(S(=O)(=O)N5CCCC5)cc4c3=O)CC2C)cc1 (configuration not stated)
    -3%, 9%, -3%, 0%, 1%, -2%, -8%
COc1ccccc1NC(=O)C1=C(C)Nc2nc(SC)nn2C1c1ccccc1Cl (configuration not stated)
    0%, -1%, -26%, -2%, 0%, -8%, -8%
Cc1cc(-c2ccc(C)c(S(=O)(=O)NCc3cccs3)c2)on1
    0%, 0%, -9%, 1%, 1%, -5%, -8%
O=C(CCCCCn1c(=O)c2sccc2n(Cc2ccccc2Cl)c1=O)NCc1ccc2c(c1)OCO2
    -1%, 3%, -5%, 0%, -4%, 29%, -13%

Additional compounds:
Results follow in this order: TSG101-PTAP inh, p53null 32C kill, p53null 39C tox, B2AR arrestin ag, GALK inhibitor, NTMT1 inh, FH mod
CCN(CC)C(=O)c1sc2c(c1C)c(=O)n(-c1ccc(OC)cc1OC)c(=O)n2CC(=O)Nc1ccccc1
    -9%, 0%, -4%, 0%, -1%, -7%, 0%
CC(=O)c1cccc(NC(=O)CCn2nc(C)c(S(=O)(=O)N3CCCCC3)c2C)c1
    1%, -11%, 2%, -1%, 4%, 19%, -8%
CC(NC(=O)c1cccc(Nc2nc3ccccc3n3nnnc23)c1)c1ccccc1 (configuration not stated)
    3%, -3%, -17%, 0%, -3%, u, -9%
CCc1ccc(NC(=O)C2=CC(c3ccc4c(c3)OCO4)=NS(=O)(=O)N2C)cc1
    1%, -1%, -20%, 7%, 3%, 8%, u
O=C(NCCc1nc2ccccc2n1Cc1ccc(F)cc1)c1ccco1
    -2%, -4%, -9%, 1%, 2%, x, x
COc1ccc(C)cc1NC(=O)CCS(=O)(=O)c1cc2c3c(c1)CCN3C(=O)CC2
    -5%, -1%, 4%, -1%, 1%, 45µM*, -5%
O=C1CN(C(=O)c2c(F)cccc2Cl)C(c2ccc(F)cc2)c2cc(Br)ccc2N1 (configuration not stated)
    -9%, 29%, 20%, 1%, 5%, 17%, u
Cc1ccc(CNC(=O)CCCCCn2c(=O)c3sccc3n(CC(=O)Nc3ccc(C)c(F)c3)c2=O)cc1
    0%, -5%, -22%, 0%, 6%, 3%, -3%
CCN(CC)c1cc(C)c2cc(NC(=O)c3cccc(OC)c3)ccc2n1
    -13%, 4%, u, 1%, 5%, u, -22%
Cc1cccc(-n2ncc(C(=O)N3CCN(c4ccc(Cl)cc4)CC3)c2C2CCN(C(=O)OC(C)(C)C)CC2)c1
    -8%, -3%, 45%[activator], 0%, 4%, -2%, -36%
CCN(CC)c1ccc2cc(-c3nc4sc5c(c4c(=O)[nH]3)CCC(C(C)(C)C)C5)c(=O)oc2c1 (configuration not stated)
    -14%, -3%, 3%, -1%, 6%, 7%, 3%
COC(=O)CNC(=O)N1CCN(S(=O)(=O)c2ccc3c(ccn3C)c2)CC1
    -1%, -2%, 6%, 0%, 1%, u, -3%
Cc1ccc(Cl)cc1N1CCN(C(=O)c2ccc(CS(=O)(=O)c3ccccc3C)o2)CC1
    -2%, -6%, 2%, 0%, -15%, -6%, -21%
COc1ccc2c(C)c(CCC(=O)NCc3cccc(Cl)c3)c(=O)oc2c1
    -1%, -5%, -13%, -1%, 10%, x, x
COc1ccc(-c2nnc(SCC(=O)NC3CCCC3)nc2-c2ccc(OC)c(OC)c2)cc1OC
    -4%, 3%, -12%, -2%, -1%, 0%, -19%
CN(C)S(=O)(=O)N(CC(=O)NCCSc1ccccc1)c1ccccc1
    -12%, 4%, -2%, 0%, 0%, -18%, -2%
CCOC(=O)c1cnc2c(C)cc(C)cc2c1NCCc1ccc(OC)c(OC)c1
    -5%, -8%, 6%, 0%, -1%, 0%, -3%
N#Cc1cccc(NC(=O)C2CCN(c3ncccn3)CC2)c1
    -5%, -1%, u, -1%, -1%, -1%, 0%
COc1ccc(C(=O)Nc2ccc3oc(-c4cccc5c(Br)cccc45)nc3c2)cc1
    4%, -2%, 6%, 0%, -15%, 6%, -9%
CCCS(=O)(=O)N1CC(=O)N(c2ccc(C)c(Cl)c2)C(C)(C(=O)NC2CCCCCC2)C1 (configuration not stated)
    -1%, -10%, 0%, 0%, 0%, -1%, -13%
CCC1CN(C(=O)Nc2cccc3c2CCCC3)c2ccccc2O1 (configuration not stated)
    -1%, -5%, -10%, 2%, 4%, -17%, -37%
CCOc1cc(OCC)cc(C(=O)Nc2cccc(-c3nc4ccccc4[nH]3)c2)c1
    -1%, u, u, 0%, 0%, 1%, 4%
CC(C)(C)c1ccc(C(=O)NCC(c2cccnc2)N2CCc3ccccc3C2)cc1 (configuration not stated)
    -10%, -2%, 22%, -1%, 1%, 3%, -7%
